Assay outcomes from PubChem.
Cneo AK release: causes C. neoformans cell lysis; adenylate kinase release luminescence, 4 h; normalised: neutral wells 0, clomiphene wells 100; actives 0.2% (n = 360,000); AID 651654; lysis activity, % at 15 µM;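 active means mean lysis activity across replicates of at least 80%, whatever share of replicates individually reach that level; inactive means mean lysis activity below 80%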
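Assay system: C. neoformans cells. Amount: yeast cell density of 5 × 10^6 cells/mL. Technique: AK luminescence. Buffer or medium: YPD. Times: static 4 h at 37 °C with compound, 1 h detection. Dosing: single-point compound dose. Read-out: lysis from increased AK signal.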
PGC1a acetyl inh: PGC1a acetylation modulation, inhibitor mode; U2OS PGC1a acetylation, AlphaScreen anti-acetyl-lysine; with virally co-expressed GCN5 acetyltransferase; inhibition, % at 15.6 µM; actives 0.17% (n = 350,000);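 active means every replicate shows inhibition of at least 40%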;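 further: 0% = neutral control wells and 100% = positive control wells; some results beyond the cut were filed as inactive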
FN deposit inh: fibronectin deposition inhibition; AID 743247; AH1F fibroblasts, Alexa488-fibronectin deposition fluorescence, overnight; inhibition, % at 12.6 µM; actives 0.086% (n = 350,000);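 active means mean inhibition across replicates of 30% or more, regardless of how many single replicates reach that level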;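 further: positive control wells lacked labelled fibronectin entirely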
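Schedule: 1 h cell adhesion before compound, then overnight fibronectin incubation; test system: AH1F fibroblast monolayer depositing Alexa488-labelled fibronectin into matrix; quantity: 10000 AH1F cells per well; probe or stimulus: fluorescent fibronectin at 24 nM final; signal: fluorescence, ex 485 nm, em 525 nm; evaluation: percent inhibition as loss of matrix-bound fibronectin fluorescence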
EWS-Fli block: inhibitors of EWS/Fli oncoprotein transcriptional activity; A673 NR0B1-luciferase reporter, viability-normalised; inhibition, % at 12.6 µM; actives 0.67% (n = 350,000); AID 651661;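 active means mean inhibition of at least 50% after viability correction, with every replicate also passing that limit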;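 further: firefly luciferase signal divided by Alamar Blue viability fluorescence both relative to DMSO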
Casp6 inh: blocks human caspase-6 cleavage activity | P55212 | purified caspase-6, Z-VEID-R110 cleavage fluorescence | inhibition, % at 12.5 µM | actives 0.53% (n = 350,000);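 active means mean inhibition across replicates at least about 35%, with every replicate also reaching that limit, limit read from the data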;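 further: 0% = median of neutral control wells and 100% = no fluorescence left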
Target sequence (P55212 24-179 limits assumed): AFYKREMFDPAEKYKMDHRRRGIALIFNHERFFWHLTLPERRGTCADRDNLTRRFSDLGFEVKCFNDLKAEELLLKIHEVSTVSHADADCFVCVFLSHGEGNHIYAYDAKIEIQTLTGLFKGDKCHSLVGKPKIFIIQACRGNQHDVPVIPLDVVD
Target sequence (P55212 194-293 limits assumed): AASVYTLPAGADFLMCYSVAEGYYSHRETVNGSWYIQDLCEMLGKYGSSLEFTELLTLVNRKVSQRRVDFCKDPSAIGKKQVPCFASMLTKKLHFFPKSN
miR122 inh: miR-122 inhibition in Huh7 cells | actives 0.3% (n = 340,000) | Huh7 miR-122 Renilla luciferase sensor, 48 h; neutral wells = 0, positive control = 100 | activation (reporter increase), % at 12.5 µM | AID 602342;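 active means mean replicate activation score at least 90 and every replicate individually at or above 90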;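 further: higher luciferase means less miR-122 activity so hits act as miR-122 inhibitors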
PAX8 reporter: lowers PAX8-driven luciferase in RMG-I cells; RMG-I TPO-luciferase reporter, SteadyGlo, 24 h; inhibition, % at 12.6 µM; actives 1.2% (n = 360,000);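 active means mean replicate inhibition at least 60% with every replicate also reaching 60%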;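 further: luciferase light reporting Pax8 driven TPO promoter activity; plate controls were median of neutral control wells for no effect and mitoxantrone controls for full effect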
LGR2 inh: Drosophila LGR2 receptor signaling inhibition; AID 720647; HEK293 LGR2, CRE-luciferase, bursicon-stimulated, 4 h; actives 0.35% (n = 380,000); inhibition, % at 9.99 µM;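 active means drop in luminescence signal, shown as inhibition above about 50% in the replicate tests, limit read from the data, passing the limit was not always enough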;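 further: agonist challenge used bursicon conditioned medium at about half maximal strength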
An asterisk follows results filed as active; nt = no result given; [ ] = another dose, or the depositor's remark.

The line under a structure holds: Cneo AK release	PGC1a acetyl inh	FN deposit inh	EWS-Fli block	Casp6 inh	miR122 inh	PAX8 reporter	LGR2 inh
C[C@H](CO)N1C[C@H](C)[C@@H](CN(C)S(=O)(=O)c2ccc(Cl)cc2)Oc2c(NC(=O)C3CC3)cccc2C1=O
    17	1	nt	-3	2	-3[16.7 µM]	nt	11
CCCOCCOC(=O)c1[nH]c2c(c1C)C(=O)CC(c1cc(OC)ccc1OC)C2 (centres undefined)
    -1	-3	-17	56*	-1	26	19	8
Cc1ccc(S(=O)(=O)CCC(=O)OCC(=O)N(C)C2CCS(=O)(=O)C2)cc1 (centres undefined)
    nt	3	-2	-5	-1	-1	8	-3
C=CCn1c(=O)c2c(C)c(C)sc2n2c(Nc3ccccc3)nnc12
    -2	-2	-5	nt	nt	-3	nt	-10
O=C(C[C@@H]1CC[C@H]2NC[C@@H](O)COC[C@@H]2O1)NCCN1CCCCC1
    4	2	-1	-4	-1	0[16.7 µM]	-19	-4
NC(Cc1ccc(Cl)cc1)c1csc(Nc2cc(Oc3ccccc3)ncn2)n1 (centres undefined)
    -3	-20	0	34	-4	3	0	nt
Cc1ccccc1NS(=O)(=O)c1ccc(C(=O)NCC2CCCO2)cc1 (centres undefined)
    nt	nt	0	-1	-6	nt	0	-8
COC(=O)CC(CC(=O)OC)n1cccc1
    nt	nt	8	0	1	nt	-6	4
CCOCCCNC(=O)c1cc(Cl)c(NC(=O)C2=C(C)OCCS2)cc1OC
    -2	-4	-2	2	1	nt	9	0
COc1ccccc1CNc1ccc(Br)cn1
    0	-1	-14	-111	1	nt	-67	-37
O=C(CSc1nc2ncc(Cl)cc2[nH]1)N(Cc1ccccc1)C1CCS(=O)(=O)C1 (centres undefined)
    nt	nt	nt	2	1	nt	-12	-4
CC(=O)NC(=S)NNC(=O)C(c1ccccc1)c1ccccc1
    nt	nt	0	18	-3	nt	17	nt
Cc1ccc(C)c(NCc2n[nH]c(=S)n2-c2ccccc2)c1
    nt	nt	-5	5	0	nt	1	-12
C[C@@H]1CCCCO[C@H](CN(C)C(=O)Nc2ccc3c(c2)OCO3)[C@@H](C)CN([C@H](C)CO)C(=O)c2cc(NC(=O)Cc3ccccc3)ccc2O1
    11	3	nt	-11	nt	16[16.7 µM]	3	2
CCOc1ccc(N(CC(=O)Nc2ccccc2C)S(=O)(=O)c2c(C)noc2C)cc1
    1	-3	3	58*	-1	45	29	3
O=C(C1=C(O)C(=O)N(CC2CCCO2)C1c1ccccc1)c1ccco1 (centres undefined)
    8	nt	7	-4	0	-2	-1	0
C[C@H](CO)N1C[C@H](C)[C@H](CN(C)C(=O)Nc2ccc(C(F)(F)F)cc2)Oc2ncc(C3=CCCC3)cc2C1=O
    6	4	3	5	-2	-8[16.7 µM]	nt	-28
COc1cc(NS(=O)(=O)c2ccc(-c3ccc(=O)[nH]n3)o2)cc(OC)c1OC
    -1	7	6	-5	-1	1	-18	-7
COc1cccc(S(=O)(=O)N(C)C[C@H]2OCc3cn(nn3)CCCC(=O)N([C@H](C)CO)C[C@H]2C)c1
    nt	-8	-14	-17	nt	-3[16.7 µM]	5	13
CC(C)(Oc1ccc(Cl)cc1)C(=O)Nc1ccc(S(=O)(=O)Nc2ncccn2)cc1
    5	18	-2	-2	15	0	9	3
O=C(CN1C(=O)CSC1=O)c1ccccc1
    -2	16	-9	nt	nt	-1	-8	nt
C[C@@H]1CN([C@@H](C)CO)C(=O)c2cc(/C=C/c3ccccc3)cnc2O[C@H]1CN(C)S(=O)(=O)c1cn(C)cn1
    -13	2	-15	-3	0	-3[16.7 µM]	17	-10
Cn1c2c(c(=O)n(C)c1=O)C(NC(=O)c1cccs1)(C(F)(F)F)C(=O)N2 (centres undefined)
    3	-3	-8	nt	nt	-4	2	nt
CCc1nnc(NC(=O)CN2CCN(c3cccc(OC)c3)CC2)s1
    0	-3	nt	nt	nt	-4	nt	8
Cc1[nH]c2ccccc2c(=O)c1CN1CCCCCC1
    -1	6	-4	5	-61	2	-11	-6
CNC(=O)/C(C#N)=C/c1c(N2CCN(C)CC2)nc2c(C)cccn2c1=O
    -6	nt	4	-12	-15	-1	7	-1
C[C@H]1CN([C@@H](C)CO)C(=O)Cc2cc(NC(=O)C3CC3)ccc2O[C@H]1CN(C)C(=O)Nc1ccc(F)cc1
    10	4	nt	-7	-1	-9[16.7 µM]	nt	12
CCCCn1c(N)c(N(CCOC)C(=O)c2cc(S(=O)(=O)N3CCOCC3)ccc2Cl)c(=O)[nH]c1=O
    0	nt	nt	0	2	nt	0	2
CCCNS(=O)(=O)c1ccc(NC(=O)c2cccnc2)cc1
    -1	-28	5	nt	nt	-1	nt	-2
O=C(CN1C(=O)CSc2ncccc21)Nc1ccccc1F
    -2	6	-11	-17	-1	-2	-21	-9
CCCCC(=O)Nc1ccc(NC(=O)c2cnccn2)cn1
    nt	-6	nt	-14	3	nt	-22	-3
COc1cccc(S(=O)(=O)N(C)C[C@H]2Oc3ncc(C#CCC(C)C)cc3C(=O)N([C@H](C)CO)C[C@@H]2C)c1
    -11	-15	nt	13	1	54[16.7 µM]	-22	-16
CC(C)(C)NC(=O)NC(=O)CSc1ncc(C(F)(F)F)cc1Cl
    nt	-10	nt	15	0	-7	nt	8
Cc1ccc(S(=O)(=O)N(C)C[C@H]2Oc3ccc(NC(=O)Cn4cnnn4)cc3C(=O)N([C@@H](C)CO)C[C@H]2C)cc1
    -2	1	nt	-5	-2	2[16.7 µM]	nt	-35
N#Cc1ccc(S(=O)(=O)N2CCN(C(=O)[C@@H]3CCCN3C(=O)c3cccs3)CC2)cc1
    1	-4	-2	5	-5	-1	8	-7
COc1ccc(-c2nnc(SCc3ccccc3)n2N)cc1
    -2	nt	-3	nt	nt	2	-117	nt
CCN1[C@@H]2Cn3c(ccc(C4=CCCCC4)c3=O)[C@H]1[C@@H](C(=O)N1CCc3ccccc3C1)[C@@H]2CO
    -3	nt	nt	-4	0	-5[16.7 µM]	nt	-9
COc1ccccc1C#Cc1cnc2c(c1)C(=O)N([C@@H](C)CO)C[C@H](C)[C@H](CN(C)C(C)=O)O2
    0	4	nt	-17	-1	-3[16.7 µM]	nt	-10
CC1CN(C(=O)c2ccccc2OCc2ccccc2Cl)CC(C)O1 (centres undefined)
    -3	2	-2	-1	-88	18	-7	0
CSc1ccc(CN2CCC(Oc3ccc(C(=O)N4CCCC4)cc3)CC2)cc1
    14	-11	8	20	-12	-1	14	-5
O=C(CCC(=O)Nc1ccc(Br)cc1)N/N=C/c1ccccc1F
    2	-13	3	-13	-1	nt	-1	2
C[C@@H]1CN([C@H](C)CO)C(=O)Cc2cc(NC(=O)CCC(F)(F)F)ccc2O[C@H]1CN(C)Cc1ccc(Oc2ccccc2)cc1
    -1	-4	8	-3	nt	11[16.7 µM]	13	-10
COc1cc(C(=O)OCC(=O)Nc2ccccc2)cc2c1OCCO2
    0	-6	1	-10	-1	11	-19	nt
CO[C@H]1CN(C)C(=O)c2cc(NC(=O)NC3CCCCC3)ccc2OC[C@@H](C)N(C(C)=O)C[C@H]1C
    1	-2	1	-2	-1	-1[16.7 µM]	nt	7
OCCC1CN(Cc2cccc(C(F)(F)F)c2)CCN1Cc1ccccc1 (centres undefined)
    nt	-23	2	6	4	nt	18	nt
O=S1(=O)c2cccc3cccc(c23)N1CCBr
    4	nt	2	-2	-3	-11	-7	1
C[C@H]1CN([C@@H](C)CO)S(=O)(=O)c2ccc(/C=C/c3ccccc3)cc2O[C@@H]1CN(C)C(=O)Nc1cc(F)ccc1F
    nt	-4	6	-5	nt	0[16.7 µM]	-18	-13
COc1ccc2occ(C(=O)c3ccccc3)c2c1
    nt	6	13	-19	1	nt	-150	-99
O=C(Nc1ccc(Br)cc1Cl)N1CCOCC1
    nt	nt	-7	-8	2	nt	-21	19
O=C(NCCNC(=O)Nc1ccc(Cl)cc1)Nc1ccc(Cl)cc1
    nt	nt	0	7	-1	nt	1	-2
O=C(O)CC(CC(=O)Nc1ccc(Oc2ccccc2)cc1)c1ccccc1 (centres undefined)
    nt	nt	-1	21	0	nt	20	9
CCC1CCCCN1CCCNC(=O)c1ccc(CS(=O)(=O)c2ccccc2C)o1 (centres undefined)
    -1	8	-1	nt	-78	-7	-154	2
CCOC(=O)c1sc2nc(N3CCCC3)c3c(c2c1N)CC(C)(C)OC3
    -1	-14	2	nt	nt	-5	-15	nt
CC(C)(C)c1ccc(S(=O)(=O)O/N=C2/CCCCC2c2ccc([N+](=O)[O-])cc2[N+](=O)[O-])cc1 (centres undefined)
    -1	nt	9	nt	nt	-1	10	nt
C[C@@H]1CN([C@H](C)CO)C(=O)c2cc(C#CCN(C)C)cnc2O[C@@H]1CN(C)S(=O)(=O)c1cn(C)cn1
    2	nt	nt	10	1	0[16.7 µM]	nt	11
O=C(O)CSCC(=O)Nc1ccc(Br)c(C(F)(F)F)c1
    6	-20	-4	6	-3	-3	-10	4
COC(=O)C1CSC2c3ccccc3C(=O)N12 (centres undefined)
    0	-3	-7	15	0	-6	-12	1
O=[N+]([O-])c1ccccc1S(=O)(=O)NCc1ccco1
    nt	-7	-10	0	3	21	12	6
CC(C(=O)Nc1ccc(S(=O)(=O)N2CCCC2)cc1)N1CCCC(C(N)=O)C1 (centres undefined)
    0	-7	1	-1	0	0	-19	2
CCCCC[C@@H]1CCCCC[C@H](O)C[C@H](O)[C@@H](O)/C=C/C(=O)O1
    nt	nt	1	0	2	nt	4	-6

Next section:
The line under a structure holds: Cneo AK release	PGC1a acetyl inh	FN deposit inh	EWS-Fli block	Casp6 inh	miR122 inh	PAX8 reporter	LGR2 inh
CC(NC(=O)C[n+]1cccc(Br)c1)c1ccccc1 (centres undefined)
    6	-1	-1	-15	-2	nt	-19	2
COc1cccc(-c2cnc3c(c2)C(=O)N([C@@H](C)CO)C[C@H](C)[C@H](CN(C)Cc2ccc(C(=O)O)cc2)O3)c1
    -4	5	-2	-6	0	-4[16.7 µM]	3	1
C/C(=N/N1CCN(c2ccccc2)CC1)c1cccc([N+](=O)[O-])c1
    nt	nt	-2	-20	-3	nt	20	-29
O=C(Nc1ccccc1N1CCN(C(=O)c2ccccc2)CC1)c1cc(Br)ccc1Cl
    11	nt	-3	nt	nt	-9	26	nt
N#CC1=C(N)Oc2c(oc(CO)cc2=O)C1c1ccccc1[N+](=O)[O-] (centres undefined)
    -3	6	3	26	23	-5	17	11
COc1ccc(S(=O)(=O)NC(C)C(=O)Nc2ccc3c(c2)OCCO3)cc1OC (centres undefined)
    nt	-13	0	-2	2	4	3	9
COc1cccc(S(=O)(=O)N2CCCCN3[C@@H](CO)[C@H](c4ccc(-c5cncnc5)cc4)[C@@H]3C2)c1
    0	4	nt	-3	-1	2[16.7 µM]	-11	2
CC(C)NC(=O)N(C)C[C@H]1Oc2ccc(NC(=O)Nc3ccccc3)cc2C(=O)N([C@@H](C)CO)C[C@H]1C
    4	-4	nt	-2	3	0[16.7 µM]	4	-26
COc1cccc(C(=O)NCCSCc2c(F)cccc2Cl)c1
    1	-13	-6	-45	2	-1	-38	-44
O=C(O)C(Cc1c[nH]c2ccccc12)N1Cc2ccccc2C1=O (centres undefined)
    1	1	nt	-38	1	4	-83	-48

3 compounds already listed, ordered by their value in Casp6 inh, largest number first:
compound,PGC1a acetyl inh,Casp6 inh,miR122 inh,LGR2 inh
CC(C)NC(=O)N(C)C[C@H]1Oc2ccc(NC(=O)Nc3ccccc3)cc2C(=O)N([C@@H](C)CO)C[C@H]1C,-4,3,0[16.7 µM],-26
COc1cccc(C(=O)NCCSCc2c(F)cccc2Cl)c1,-13,2,-1,-44
CC(NC(=O)C[n+]1cccc(Br)c1)c1ccccc1 (centres undefined),-1,-2,nt,2
